Screens deposited in PubChem BioAssay by National Center for Advancing Translational Sciences (NCATS).
Sm TGR block – blocks Schistosoma mansoni thioredoxin glutathione reductase; purified TGR, DTNB reduction, TNB absorbance 405 nm; Potency, µM (top dose mostly 114 µM), for the others: at the top dose activity change, negative = inhibition, most hits filed as inhibitors; 360,000 compounds, 3% hits; also: potency is read from the fitted curve at half-maximal effect; nearly all actives have a fitted effect of over 60% in size
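Kinetic colorimetric format: TGR-catalysed, NADPH-driven DTNB reduction monitored via TNB absorbance. Enzyme dispensed at 20 nM; compound exposure 15 min at room temperature before reaction start.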
HCMV antiviral – blocks human cytomegalovirus replication; HFF cells, HCMV-luciferase reporter, 72 h; active compounds read low; activity change, negative = inhibition, % at 57.5 µM; 410,000 compounds, 4.5% hits; AID 1259415; in the data active = activity change below about -60%; inconclusive = no clear call, values can overlap the other calls; inactive = above about -39%
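Human foreskin fibroblasts infected with luciferase-reporter HCMV at MOI 1 PFU/cell, compounds at two doses. Luciferase measured 72 h post infection; normalized to buffer-only basal and Salinomycin (10uM) controls.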
AmpC inh detg – AmpC beta-lactamase inhibition with detergent present. P00811. AmpC hydrolysis of nitrocefin, absorbance 480 nm, 0.01% Triton. Potency, µM (titrated, usually from 114 µM), for inactives: at the highest dose activity change, negative = inhibition, usual class: inhibitors. 370,000 compounds, 0.041% hits. AID 485294;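 also: potency is read from the fitted curve at half-maximal effect; 0% = no-compound wells and -100% = no-enzyme wells; nearly all actives have a fitted effect of over 25% in size; some results filed as inactive show a strong effect at the top dose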
Target sequence (P00811 whole entry, looked up): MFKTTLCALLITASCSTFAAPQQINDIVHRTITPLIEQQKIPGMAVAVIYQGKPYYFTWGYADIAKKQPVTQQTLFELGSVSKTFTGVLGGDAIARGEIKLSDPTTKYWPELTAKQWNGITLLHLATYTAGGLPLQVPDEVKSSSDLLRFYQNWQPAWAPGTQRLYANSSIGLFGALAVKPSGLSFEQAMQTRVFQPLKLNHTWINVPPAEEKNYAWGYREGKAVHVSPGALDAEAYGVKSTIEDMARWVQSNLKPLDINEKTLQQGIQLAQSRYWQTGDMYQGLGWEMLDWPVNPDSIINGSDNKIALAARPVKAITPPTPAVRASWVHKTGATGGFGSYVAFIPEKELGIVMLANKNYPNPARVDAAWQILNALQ
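20 mM phosphate pH 7.0 + 0.01% (detergent screen) or 0.0001% Triton X-100; 5.3 nM AmpC reagent; cpd preinc 15 min RT; nitrocefin (800 uM stock) to start; A480 q20 s × 4 min; Activity was normalised to no-enzyme and no-compound control wells.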
Tb PYK inh – inhibitors of Trypanosoma brucei pyruvate kinase; Q57TT1; TbPYK enzyme, Kinase-Glo Plus ATP luminescence, 45 min; Potency, µM (top dose mostly 76.8 µM), for inactives: top-dose activity, negative = inhibition, hits mostly inhibitors; 410,000 compounds, 0.12% hits; AID 624173; also: potency is read from the fitted curve at half-maximal effect; nearly all actives have a fitted effect of over 50% in size
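In this concentration-response screen, enzyme-free wells defined baseline while DMSO plates tracked drift. Each reaction combined TbPYK, substrate, compound and 130 uM ADP for 45 min at room temperature. Kinase-Glo Plus luminescence gave the signal.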
AMA1-RON2 inh – AMA1-RON2 (P. falciparum) interaction inhibition; AlphaScreen AMA1-biotinylated RON2 peptide binding; Potency, µM (top dose mostly 58.2 µM), for inactives: at the highest dose activity change, negative = inhibition, actives largely listed as inhibitors; 360,000 compounds, 0.2% hits;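 also: potency is read from the fitted curve at half-maximal effect; 0% = vehicle wells and -100% = peptide control; nearly all actives have a fitted effect of over 45% in size; some results filed as inactive show a strong effect at the top dose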
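AMA1 (3D7) with his tag at 25 nM final met compounds first, then biotinylated RON2 peptide at 25 nM; detection used donor plus acceptor beads, 10 µg/mL apiece, read by AlphaScreen after 30 min at room temperature.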
LmPK inhibitor – inhibitors of Leishmania mexicana pyruvate kinase; Q27686; purified LmPK, Kinase-Glo ATP luminescence, 1 h; Potency, µM (doses to about 57.5 µM), inactives show at the top dose activity change, negative = inhibition, hits mostly inhibitors; 290,000 compounds, 0.37% hits; AID 1721; also: potency is read from the fitted curve at half-maximal effect
Target sequence (Q27686 whole entry, looked up): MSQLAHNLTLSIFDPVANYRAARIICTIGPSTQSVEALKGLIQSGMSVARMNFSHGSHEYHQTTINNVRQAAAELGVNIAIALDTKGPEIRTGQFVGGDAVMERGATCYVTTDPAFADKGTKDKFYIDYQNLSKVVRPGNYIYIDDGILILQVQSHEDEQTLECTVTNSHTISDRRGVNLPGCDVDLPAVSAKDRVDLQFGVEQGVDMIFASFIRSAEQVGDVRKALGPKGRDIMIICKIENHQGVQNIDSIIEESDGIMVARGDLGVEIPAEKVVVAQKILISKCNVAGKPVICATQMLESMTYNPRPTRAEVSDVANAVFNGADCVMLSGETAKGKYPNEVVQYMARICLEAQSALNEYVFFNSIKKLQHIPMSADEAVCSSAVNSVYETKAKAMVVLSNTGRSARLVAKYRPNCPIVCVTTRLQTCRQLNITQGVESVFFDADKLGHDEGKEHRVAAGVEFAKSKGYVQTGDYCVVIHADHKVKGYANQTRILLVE
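ATP generated from ADP (0.1 mM) and PEP (0.5 mM) by 0.1 nM LmPK over 1 h at room temperature (pH 7.2 imidazole buffer) was detected by coupled luciferase luminescence. Values were normalized to uninhibited and no-enzyme wells.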
AmpC inh no detg – inhibitors of E. coli AmpC beta-lactamase without detergent; 330,000 compounds, 0.52% hits; P00811; AmpC nitrocefin hydrolysis, absorbance 480 nm, 0.0001% Triton; AID 485341; Potency, µM (doses to about 57.1 µM), for inactives: at the top dose activity change, negative = inhibition, actives largely listed as inhibitors;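 also: potency is read from the fitted curve at half-maximal effect; plate controls were no compound for no effect and no enzyme for full effect; nearly all actives have a fitted effect of over 20% in size; some results filed as inactive show a strong effect at the top dose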
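20 mM phosphate pH 7.0 + 0.01% (detergent screen) or 0.0001% Triton X-100; 5.3 nM AmpC reagent; cpd preinc 15 min RT; nitrocefin (800 uM stock) to start; A480 q20 s × 4 min; Activity was normalised to no-enzyme and no-compound control wells.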
Starred values were filed as active, the others as inactive; ? = inconclusive; nt = no result given; & = joins results of further samples; ! = repeats disagree; [ ] = dose if it differs, or a comment. Unless noted, calls follow the shape of the dose curve; as a rule, active = well fitted curve in the direction sought with a large enough effect; inconclusive = small, poorly fitted or top-dose-only effect, or another doubt; inactive = no such curve, though single readings can be large; an effect the other way counts as inactive or inconclusive. Unless noted, % is scaled to controls: 0 for no effect and ±100 for the full control effect.

Start of the listing, in advance (4 entries):
SMILES | AmpC inh no detg | HCMV antiviral | Sm TGR block | LmPK inhibitor | Tb PYK inh | AMA1-RON2 inh | AmpC inh detg
O=C(NC(=S)Nn1cnnc1)c1ccccc1 | -19.0% | -23.9 | 1.8% | nt | -16.3% | 57.9%[activator] | -1.9%
O=C(Nc1nnc(-c2cccnc2)o1)c1cccc(Cl)c1 | -25.8% | -20.7 | 1.3% | -1.2% | -2.0% | 28.5% | 1.3%
CC(=O)Nc1cccc(-c2ccnc3c2CC(C(=O)NCCc2ccccc2)O3)c1 (stereo unspecified) | nt | -86.1* | nt | nt | -8.4% | 3.6% | nt
COc1cccc(C(=O)N(Cc2ccccc2)Cc2cc3cc4c(cc3[nH]c2=O)OCCO4)c1 | -17.3% | -2.9 | -27.2% | 1.6% | 0.7% | -2.3% | -7.1%

The whole of this part, repeating the preview:
SMILES | AmpC inh no detg | HCMV antiviral | Sm TGR block | LmPK inhibitor | Tb PYK inh | AMA1-RON2 inh | AmpC inh detg
O=C(NC(=S)Nn1cnnc1)c1ccccc1 | -19.0% | -23.9 | 1.8% | nt | -16.3% | 57.9%[activator] | -1.9%
O=C(Nc1nnc(-c2cccnc2)o1)c1cccc(Cl)c1 | -25.8% | -20.7 | 1.3% | -1.2% | -2.0% | 28.5% | 1.3%
CC(=O)Nc1cccc(-c2ccnc3c2CC(C(=O)NCCc2ccccc2)O3)c1 (stereo unspecified) | nt | -86.1* | nt | nt | -8.4% | 3.6% | nt
COc1cccc(C(=O)N(Cc2ccccc2)Cc2cc3cc4c(cc3[nH]c2=O)OCCO4)c1 | -17.3% | -2.9 | -27.2% | 1.6% | 0.7% | -2.3% | -7.1%
O=S(=O)(Nc1n[nH]c(C(F)(F)F)n1)c1ccccc1 | -11.3% | -21.6 | 8.8% | 2.7% | -5.4% | 4.2% | 2.8%
Cc1cc(NC(=O)c2ccccc2Cl)c(C(C)C)cc1O | -8.9% | -9.0 | -2.7% | 3.2% | -1.1% | 3.9% | -3.0%
O=C(N/N=C1/CCSC1)c1cc(Br)ccc1O | -58.3% | -38.2 | nt | -3.3% | 0.7% | 83.5%[activator] | -3.9%
Fc1ccccc1C1c2[nH]c3ccccc3c2CCN1Cc1cccn1-c1ncccn1 (stereo unspecified) | 15.2% | ? | -33.4% | 6.2% | -4.2% | ? | -4.6%
O=C(C1CCCN(S(=O)(=O)c2cnc[nH]2)C1)N1CCN(Cc2ccccc2)CC1 (stereo unspecified) | -4.3% | nt | 0.0% | 2.5% | -2.6% | 5.7% | ?
CCN(CC)S(=O)(=O)c1ccc(N/N=C(\C)c2cccnc2)nc1 | -0.9% | ? | -6.8% | -0.6% | 29.7% | 23.5% | 1.2%
Cc1cc(Br)ccc1SCC(=O)OCC(O)=C(C#N)c1nc2ccccc2[nH]1 | nt | -9.2 | nt | nt | -2.5% | 60.8%[activator] | nt
COc1ccc(/C=C(\NC(=O)c2ccco2)C(=O)N2CCOCC2)cc1 | -6.2% | 37.1 | 2.3% | 0.8% | 0.2% | 0.0% | -5.1%
O=C(NCc1ccc(Cl)cc1)C1(c2cccs2)CCOCC1 | nt | -9.2 | 16.5% | nt | -5.2% | nt | -2.1%
Nc1nc2ccc(C(=O)NC3CCCCC3)cc2s1 | -26.3% | -10.6 | 6.3% | -6.6% | -2.7% | -0.6% | -6.2%
CC(C)C[C@@H](CN)NC(=O)c1nc[nH]c1C(=O)N[C@@H](Cc1c[nH]c2ccccc12)C(=O)CNC[C@H](C)NC(=O)c1nc[nH]c1C(=O)N[C@@H](C)C(=O)O | nt | -1.8 | nt | nt | -1.8% | 40.4%[activator] | nt
N#CC(CCc1ccccn1)c1ccccc1 (stereo unspecified) | nt | 1.4 | nt | nt | 0.6% | 12.5% | nt
COc1ccc(S(=O)(=O)N2CCCOC2CNC(=O)C(=O)NCc2ccccc2F)cc1C (stereo unspecified) | 5.1% | -36.7 | -9.5% | -6.6% | -2.6% | 2.6% | -2.1%
O=C(NCc1ccccc1)C(=O)NCC(c1ccco1)S(=O)(=O)c1ccc(Cl)cc1 (stereo unspecified) | nt | -24.1 | 50.1µM* | nt | -12.4% | nt | -0.5%
CC1(C)Oc2cc(N)c([N+](=O)[O-])cc2O1 | -8.8% | -6.4 | 7.4% | 3.2% | -12.3% | -12.9% | -13.0%
Cc1cc(C)c2nc(-c3ccccn3)cc(C(=O)n3cccn3)c2c1 | -1.0% | 15.5 | -33.9% | 2.8% | 10.8% | 6.8% | -6.2%
CC(C)S(=O)(=O)c1ccc(C(=O)Nc2ccc(F)cc2F)cn1 | 0.0% | -10.2 | 1.4% | -3.8% | -1.2% | 16.9% | 1.6%
Cc1ccc(C)c(CN2C(=O)N(c3cc(Cl)ccc3C)S(=O)(=O)c3ccccc32)c1 | nt | ? | 9.4% | nt | 3.2% | nt | 6.6%
O=C(CN1CCN(CC(=O)Nc2cccc(F)c2)CC1)NCC1(N2CCOCC2)CCCCC1 | 188.9%[activator] | -18.7 | -4.1% | nt | -12.1% | 19.6% | 3.2%
C[C@]12c3[nH]c4ccccc4c3CCN1C(=O)C(CC(=O)NCC13CC4CC(CC(C4)C1)C3)C[C@@H]2C(=O)N1CCOCC1 (stereo partly specified) | 241.7%[activator] | -37.9 | nt | nt | -4.4% | -6.0% | nt
COc1ccc(N2CCN(C(=O)c3ccc(CS(=O)(=O)c4ccc(Br)cc4)o3)CC2)cc1 | 0.2% | -83.8*! | 7.4%&-1.4% | 2.5% | -6.4%&0.7% | -10.6% | ?
O=C1C=C(Nc2ccc(O)cc2)CC(c2ccco2)C1 (stereo unspecified) | -23.4% | -16.0 | 4.4% | 4.2% | -19.5% | 11.5% | 0.3%
CSc1ccc(S(=O)(=O)Nc2ccc3c4c(cccc24)CC3)cc1 | -44.3% | -81.6* | -9.4% | 0.4% | -10.0% | -14.1% | -0.7%
Cn1c(=O)cc(OCCCC(=O)N2CCN(c3ccccn3)CC2)c2ccccc21 | 74.6%[activator] | 216.4 | 4.1% | -2.6% | -9.5% | -12.3% | -4.7%
O=c1cc(CSc2nnc(Nc3ccccc3)s2)nc2sccn12 | -18.7% | -10.8 | -2.0% | 7.5% | -2.4% | -1.2% | -0.9%
COc1ccc(OC)c(/C=N\NC(=O)c2ccc(COc3ccc(C)cc3[N+](=O)[O-])o2)c1 | nt | 8.8 | nt | nt | 0.6% | -7.3% | nt
Cc1cc([N+](=O)[O-])ccc1-c1ccc(C2Nc3ccccc3C(=O)N2O)o1 (stereo unspecified) | -57.4% | -98.9* | -42.3% | -0.9% | -5.4% | -6.5% | -7.2%
COc1cc(NC(=O)c2ccc(C(=O)c3ccccc3)cc2)cc(OC)c1OC | -1.2% | -36.0 | -0.1% | -11.0% | -4.4% | 0.8% | 3.2%
COc1ccccc1C(=O)N/C(=C/c1ccccc1)C(=O)Nc1ccc(C(=O)O)cc1 | -31.7% | -11.0 | -0.8% | -5.6% | 10.1% | 0.3% | -4.1%
N#Cc1c(-c2ccc(F)cc2)nc2n(c1=O)CCS2 | -21.3% | -17.2 | 6.0% | 1.2% | -3.0% | 4.6% | -10.5%
Cc1nn(C(C)C(=O)NCCc2ccco2)c(=O)c2nn(-c3ccccc3)c(C)c12 (stereo unspecified) | 4.1% | -5.2 | ? | -11.1% | -9.7% | -4.2% | ?
COC(=O)c1ccc(OC(=O)c2ccncc2)cc1O | -6.2% | ? | 44.7µM* | 1.5% | -0.1% | -6.9% | -17.4%
Cc1ccc(C(=O)N2CCN(c3ccccc3O)CC2)cc1S(=O)(=O)N1CCCCC1 | 56.3% | 2.6 | -3.7% | nt | -6.3% | -15.4% | -1.1%
CN(C)C(=O)c1cccc(-c2cnc3c(NC=O)cc(-c4ccccc4N(C)C)cn23)c1 | nt | -33.2 | nt | nt | -7.0% | -10.1% | nt
COc1ccc(-n2c(C)cc(C(=O)COc3ccc(C)nc3[N+](=O)[O-])c2C)cc1 | -22.1% | -90.0* | -30.4% | 2.8% | 1.1% | -24.4% | -6.0%
Cc1ccc(S(=O)(=O)N(C)C)cc1NC(=O)C1CCCCN1S(=O)(=O)c1ccccc1 (stereo unspecified) | -1.4% | -4.0 | -18.1% | nt | -4.3% | 10.0% | -15.3%
CCCOC1CCCN(Cc2nc(-c3ccc(C(=O)OC)cc3)no2)C1 (stereo unspecified) | 86.0%[activator] | -23.4 | -2.2% | -2.9% | 5.6% | 5.0% | 3.2%
O=C(C(Cc1ccccc1)N1C(=O)C2C3CCC(C3)C2C1=O)N1CCCCC1 (stereo unspecified) | 34.2% | 21.8 | -12.2% | -1.3% | 4.5% | 0.3% | -12.0%
C=CCNC(=O)C(=O)NCCCN1CCOCC1 | -1.3% | -24.7 | nt | -0.1% | -4.9% | -2.5% | 0.3%
COc1ccc(-c2nc(C#N)c(N3CCCCC3)o2)cc1 | 8.1% | -0.9 | -14.6% | 0.3% | -3.3% | ? | -7.7%
Cc1ccc(NC(NC(=O)c2cccnc2)C(Cl)(Cl)Cl)cc1 (stereo unspecified) | -22.4% | 10.3 | -9.6% | 1.8% | -3.8% | -0.4% | -15.0%
O=C(N=c1ccn(-c2nc3ccccc3nc2NS(=O)(=O)c2ccc(Cl)cc2)cc1)c1cccs1 | -17.3% | -35.8 | -6.4% | 1.7% | -3.0% | 6.1% | -9.4%
O=C(CN1C(=O)NC2(CCCC2)C1=O)Nc1cccc(Cl)c1Cl | -3.1% | 13.8 | -4.3% | 8.9% | -2.7% | 18.2% | ?
CC1CCN(S(=O)(=O)c2ccc3c(c2)N(CC(=O)NC(C)C)C(=O)CO3)CC1 | nt | 1.0 | 18.3% | nt | 1.3% | nt | -1.9%
COc1ccnc(N2CCN(c3ccc(Cl)cc3)CC2)c1C#N | -2.0% | -67.8* | 12.1% | 0.5% | 1.4% | 10.8% | ?
CCOC(=O)Cc1c(C)c2c(C)nn(-c3ccccc3)c2oc1=O | -16.9% | 4.4 | 3.4% | -1.0% | 0.4% | 2.6% | -6.5%
Cc1ccc(C(=O)N(CCCN(C)C)c2nc3ccc(Cl)cc3s2)cc1C | 156.0%[activator] | 0.0 | -7.5% | -7.0%[11.5 µM] | 0.6% | ? | -5.3%

Random draw from the library; 7.4% or so of the library scored in one or more.
